EP2 antag = human EP2 receptor antagonists, primary screen, TR-FRET cAMP, C6 glioma cells | Prostaglandin E2 receptor EP2 subtype (Homo sapiens), P43116 | C6 glioma cells expressing human EP2; cells stimulated with saturating PGE2 | inhibition, % at 25 µM | 0.52% of 260,000 active | AID 1422, 2008;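 active = percent inhibition above 40 after rounding to a whole number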;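 also: rat C6 glioma host cells with rolipram phosphodiesterase inhibitor present; the protocol text gives 20 µM as final concentration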
BaF3 tox = parental Ba/F3 cell viability inhibition, counter-screen for JAK2V617F inhibitor project, murine pro-B, CellTiter-Glo luminescence | CellTiter-Glo ATP luminescence | inhibition, % at 5.6 µM | 1.1% of 220,000 active;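 active = inhibition above a per-campaign cutoff, the mean inhibition of all tested compounds plus 3 SD, cut at about 27% in these data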;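 also: 0% = DMSO wells and 100% = JAK Inhibitor I control wells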
NCF1 inh = p47phox/p22phox peptide binding inhibitors, primary screen, biochemical, uHTS, NADPH oxidase regulatory subunit; Neutrophil cytosol factor 1 (Homo sapiens), P14598; fluorescence polarization, 2 h; inhibition, % at 24.7 µM; 0.53% of 220,000 active;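 active = inhibition above about 30%, limit read from the data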;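 also: 0% = p47phox with labelled peptide and 100% = labelled peptide alone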
Target sequence (P14598 whole entry, looked up): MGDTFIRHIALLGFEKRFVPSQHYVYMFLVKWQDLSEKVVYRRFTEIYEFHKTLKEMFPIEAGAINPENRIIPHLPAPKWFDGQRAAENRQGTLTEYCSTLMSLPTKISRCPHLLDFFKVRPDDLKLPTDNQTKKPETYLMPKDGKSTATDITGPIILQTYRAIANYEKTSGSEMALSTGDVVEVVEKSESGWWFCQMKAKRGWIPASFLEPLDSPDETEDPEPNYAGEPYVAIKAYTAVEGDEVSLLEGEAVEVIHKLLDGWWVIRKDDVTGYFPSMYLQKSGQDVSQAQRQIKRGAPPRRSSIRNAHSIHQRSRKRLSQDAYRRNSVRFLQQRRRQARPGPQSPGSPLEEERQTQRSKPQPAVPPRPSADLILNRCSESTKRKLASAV
TbHK1 inh = Trypanosoma brucei hexokinase 1 inhibitors, primary screen, biochemical, G6PDH-coupled NADH absorbance, MLSCN library. hexokinase 1 [Trypanosoma brucei]. recombinant TbHK1, G6PDH-coupled NADH A340. inhibition, % at 10 µM. 0.11% of 220,000 active;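 active = inhibition of 50% or more in the single-dose primary screen; inactive = inhibition below 50%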
Furin inh = human furin inhibitors, primary screen, biochemical, fluorescence intensity | P09958 | purified furin, fluorogenic substrate cleavage | inhibition, % at 30 µM | 0.061% of 220,000 active; in the data active = inhibition above about 25%; also: inactives centre near -15
Target sequence (P09958 108-714 limits assumed): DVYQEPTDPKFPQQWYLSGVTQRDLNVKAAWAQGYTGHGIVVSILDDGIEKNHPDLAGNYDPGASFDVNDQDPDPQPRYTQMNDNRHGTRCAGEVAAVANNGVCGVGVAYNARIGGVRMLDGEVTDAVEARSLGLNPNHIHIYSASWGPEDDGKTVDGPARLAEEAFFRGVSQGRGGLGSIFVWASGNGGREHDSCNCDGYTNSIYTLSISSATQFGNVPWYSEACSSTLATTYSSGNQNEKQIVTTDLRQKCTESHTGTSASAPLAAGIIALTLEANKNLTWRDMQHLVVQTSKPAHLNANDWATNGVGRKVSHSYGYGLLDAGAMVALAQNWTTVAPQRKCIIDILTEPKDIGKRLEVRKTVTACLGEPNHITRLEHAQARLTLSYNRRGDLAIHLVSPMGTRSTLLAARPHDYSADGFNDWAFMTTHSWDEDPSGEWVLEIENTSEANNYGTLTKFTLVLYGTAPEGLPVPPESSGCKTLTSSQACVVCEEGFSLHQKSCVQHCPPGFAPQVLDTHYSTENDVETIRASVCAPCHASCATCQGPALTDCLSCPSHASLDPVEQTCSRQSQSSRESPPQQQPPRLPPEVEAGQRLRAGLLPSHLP
p97 ATPase inh = inhibitors of human p97 ATPase, primary screen, biochemical; recombinant p97 ATPase, Kinase-Glo ATP luminescence, 3 h; inhibition, % at 8 µM; 0.42% of 220,000 active; AID 1481, 2009; in the data active = inhibition above about 15%;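 also: 0% = DMSO vehicle and 100% = wells lacking enzyme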
RBBP9 inh = human RBBP9 inhibitors, primary screen, biochemical, fluorescence polarization, FP-Rh probe, HTS; Serine hydrolase RBBP9 (Homo sapiens), O75884; recombinant RBBP9; inhibition, % at 7.94 µM; 0.2% of 220,000 active;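 active = inhibition above the campaign mean of all tested compounds plus 3 SD, cut at about 14% in these data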;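 also: plate controls were DMSO wells with RBBP9 for no effect and wells lacking RBBP9 protein for full effect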
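System: RBBP9 protein / Quantity: 2.5 µM RBBP9 dispensing solution, before mixing / Also added: Serine-hydrolase probe FP-Rh, 375 nM pre-mixing / Dosing: 7.94 µM single dose, 0.794% DMSO / Timing: enzyme-compound preincubation 30 min, then probe labeling 45 min, 25 °C / Signal: FP readout at 525/598 nm / Controls: DMSO-treated enzyme wells and wells lacking RBBP9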
Ba/F3 V617F tox = reduced viability of JAK2V617F-dependent Ba/F3 cells, primary screen, JAK2V617F inhibitor project, cell-based, Ba/F3 EpoR-JAK2V617F, luminescence; ATP luminescence; 1.1% of 220,000 active; AID 1446, 2008; inhibition, % at 5.6 µM;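 active = inhibition above the campaign mean plus 3 SD over all tested compounds, cut at about 24% in these data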;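 also: cytokine-independent growth of Ba/F3 cells driven by EpoR plus mutant JAK2; 0% = DMSO-treated cells and 100% = JAK inhibitor I control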
PPC-1+TRAIL kill = compounds killing PPC-1 cancer cells with TRAIL present, primary screen, TRAIL potentiator project, ATPLite luminescence, uHTS; PPC-1 cells + TRAIL, ATPLite viability luminescence; cell killing (% activity), % at 4 µM; 0.41% of 220,000 active; AID 1443, 2008;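 active = cell killing above 50% in the first pass at 4 µM, then a duplicate retest at 5 µM averaging 50% or more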;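 also: plate controls were cells with TRAIL plus DMSO for no effect and medium-only wells lacking cells for full effect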
* = called active by the depositor; nt = no result given; & = joins results of further samples; [ ] = remark or other dose. This is a subset. The share of hits here may be higher or lower than overall.

Compound,EP2 antag,BaF3 tox,NCF1 inh,TbHK1 inh,Furin inh,p97 ATPase inh,RBBP9 inh,Ba/F3 V617F tox,PPC-1+TRAIL kill
O=C(c1ccc2c(=O)n(-c3ccccc3)c(=S)[nH]c2c1)N1CCCCC1,2,64*,1,-16,-5,0,-5,45*,10
CCC(CC)C(=O)Nc1cccc(C(=O)Nc2ccc(S(=O)(=O)Nc3ccc(C)cc3)cc2)c1,9,8,-21,-3,-18[20 µM],6,-32,0,-2
COC(=O)c1cc(C(=O)N2CCN(c3cccc(Cl)c3)CC2)cc([N+](=O)[O-])c1,2,72*,5,-2,-12,0,5,73*,-4
Cc1cnc(NC(=O)Nc2ccc(Cl)cc2)s1,5,72*,-2,-1,-12,0,1,92*,-7
Cc1nc2ccc(S(=O)(=O)NCC(=O)N(C)Cc3ccccc3)cc2s1,4,5,-5,-5,-20,2,-12,2,0
CC(OC(=O)c1oc2ccccc2c1COc1ccccc1)C(N)=O (stereo not given),5,6,0,-7,-22,-3,-10,-1,19
Cc1cc(N2CCC(C(=O)N3CCN(c4cccc(C)c4C)CC3)CC2)n2ncnc2n1,7&11,4,-3,-8,-28,-2,-6,-1,17
CC(C)(C)n1nnnc1C(c1ccc(Cl)cc1)N1CCSCC1 (stereo not given),5&10,3,2,0,8[20 µM],-1,7,-3,4
CC(C)C(NS(=O)(=O)c1ccc2c(c1)oc(=O)n2C)C(=O)N1CCN(C2CCCCC2)CC1 (stereo not given),17,3,-5,-1,1,-1,8,0,26
CCOc1ccc(NC(=O)Nc2cnccn2)cc1,10,8,1,-6,-26,6,-4,0,1
CC(CNC(=O)C(=O)NC(C)CCc1ccccc1)Cc1ccccc1 (stereo not given),12,5,-8,7,-19[20 µM],3,-5,1,10
Cc1ccc(-c2nc(CSCC(=O)N3CCCC3)c(C)o2)cc1,5,-1,-7,8,-19,-4,-1,-3,31
Nc1nnnn1CC(=O)N/N=C/c1cccs1,11,2,-9,-16,-13,6,-7,-3,20
CC(C)CC1(C(=O)NCc2cc(F)cc(C(F)(F)F)c2)C=CCN1C(=O)c1ccccc1 (stereo not given),7,3,-9,-1,-15,4,-8,-4,16
N/C(Cc1cccc2ccccc12)=N\OC(=O)c1ccc(Br)o1,12,4,3,-7,-16,0,-5,0,12
Cc1c(NC(=O)CN2C(=O)NC3(CCCC3)C2=O)c(=O)n(-c2ccccc2)n1C,2,4,-3,-2,-26,6,-3,-1,-2
O=C(NCCN1CCCC1)C1(S(=O)(=O)c2ccc(Cl)cc2)CC1,8,5,-7,-9,-18,0,-7,2,23
CCN(CC)S(=O)(=O)c1cccc(-c2nnc(SC(C)C#N)n2Cc2ccccc2)c1 (stereo not given),12,12,-5,-5,-12,-3,0,2,5
C=CCNCCOc1ccc(C(C)(C)c2ccccc2)cc1,16,4,-6,4,-31,4,-6,0,23
N#Cc1nc(-c2ccco2)oc1NCc1cccnc1,8,1,-7,-7,-16,4,5,5,18

One compound at a time, from the list above. Order of screens: EP2 antag | BaF3 tox | NCF1 inh | TbHK1 inh | Furin inh | p97 ATPase inh | RBBP9 inh | Ba/F3 V617F tox | PPC-1+TRAIL kill
Results for `Cc1c(NC(=O)CN2C(=O)NC3(CCCC3)C2=O)c(=O)n(-c2ccccc2)n1C` = 2 | 4 | -3 | -2 | -26 | 6 | -3 | -1 | -2
Results for `COC(=O)c1cc(C(=O)N2CCN(c3cccc(Cl)c3)CC2)cc([N+](=O)[O-])c1` = 2 | 72* | 5 | -2 | -12 | 0 | 5 | 73* | -4

Other entries follow:
Compound,EP2 antag,BaF3 tox,NCF1 inh,TbHK1 inh,Furin inh,p97 ATPase inh,RBBP9 inh,Ba/F3 V617F tox,PPC-1+TRAIL kill
O=C(O)c1cnc(-c2ccccc2)nc1Sc1ccccc1,1,8,-5,-3,-7[20 µM],1,-9,-2,22
CC1CN(c2cc(=O)n(Cc3ccc(F)cc3)c(=O)[nH]2)CC(C)O1 (stereo not given),11,4,0,-7,-27,3,-6,-2,19
CCN1CCn2c3c(c4cc(C)ccc42)CCCC31 (stereo not given),25,11,2,-2,-13,2,-4,4,-12
Cc1nn(-c2ccc(Cl)cc2)c2sc(C(=O)N3CCN(c4ccccn4)CC3)cc12,7,2,8,-8,-13[20 µM],6,-7,1,7
Cc1csc2nc3cc(C(N)=O)ccc3c(=O)n12,6,nt,1,-11,-38,nt,nt,nt,6
O=C(C(Sc1ccccc1)c1ccccc1)N1CCN(c2ccccc2F)CC1 (stereo not given),13,4,-8,0,-10[20 µM],-12,-7,3,-1
COC(=O)CCCC1=CC2=CC(=O)C(C)(OC(=O)c3cccs3)C(=O)C2=CN1C1CCCCC1 (stereo not given),10,nt,0,-28,14,nt,nt,nt,32
N#Cc1cnc(SCCc2ccccc2)nc1N,11&4,5,-16,0,13[20 µM],7,-4,-2,0
Cc1ccc(S(=O)(=O)N2CCC(C(=O)Nc3nnc(C4CCCC4)s3)CC2)cc1,6&17,-2,7,-11,-15,-6,-9,-1,11
O=C(NC1CCCCC1)C(c1ccc2ncccc2c1)N(Cc1ccco1)C(=O)c1ccc2c(c1)OCCO2 (stereo not given),8,0,-3,5,-14[20 µM],1,-1,-2,32
Fc1ccc(-c2onc3ccc(C4OCCO4)cc23)cc1,4,4,3,-15,-16,0,4,4,14
Cc1c(C(=O)OCC(=O)N2CC(=O)Nc3ccccc32)oc2ccccc12,6,5,-15,-9,-10[20 µM],-5,-5,-1,-6
CCn1c(SCC(=O)Nc2cc(C)c(Cl)cc2OC)nnc1-c1ccco1,13,1,11,-4,-8[20 µM],-3,-2,-4,21
S=C(NCc1ccc2c(c1)OCO2)NCc1ccco1,2,4,-11,-4,-28,2,1,3,2
O=C(Nc1ccccc1C(=O)NCc1ccccc1)c1ccccc1,7,1,-19,0,-21[20 µM],3,-14,-3,-1
COc1ccc(N2CCN(C(CNC(=O)c3ccco3)c3cccnc3)CC2)cc1 (stereo not given),15,6,-11,2,-13,0,-7,2,8
CCOc1[nH]n(-c2ccccc2)c(=O)c1C=Nc1ccc(Cl)cc1,4,7,-8,4,-9,-5,-5,5,24
CCCSc1cc(=O)n(-c2ccc(F)cc2)nc1C(=O)OCC,6,0,-3,-6,-10,1,4,-3,2
COC(=O)Nc1nnc(/C=C/c2ccc(OC)cc2)s1,9,4,-1,-36,-11,-1,-3,-1,37
CN(C)c1ccc(NC(=O)CN2CCN(CC(=O)Nc3ccc(F)cc3)CC2)cc1,16,7,-5,-5,-19,1,-5,-1,4
CCn1nnnc1-c1ccc(OC)c(S(=O)(=O)Nc2ccc(OC)cc2)c1,21,4,-4,0,-13[20 µM],-5,-9,1,9
COc1ccc(-c2nnnn2C)cc1S(=O)(=O)NCCc1ccccc1,5,5,2,2,-13[20 µM],1,0,5,-4
CC1CCCCN1C(=O)Cn1c(=O)n(-c2ccc(F)cc2)c(=O)c2sccc21 (stereo not given),8,6,-9,-1,-12,1,-6,0,-3
CCn1c(CNc2cccc(Cl)c2)nnc1SCc1ccccc1,-4,7,8,6,-21,-1,-3,1,-12
COC(=O)c1ccc2c(=O)n(CCN3CCOCC3)c(SCC(=O)NCc3ccccc3)nc2c1,2,-1,4,-11,-10,-1,-12,-3,nt
CCCCCC(=O)NNC(=S)NC(=O)c1ccc([N+](=O)[O-])cc1,3,5,8,12,-20,7,-8,-1,12
Cc1ccc(S(=O)(=O)NCCOc2nc(N(C)C)nc(N(C)C)n2)cc1,12,-1,-2,2,-11,0,5,-3,4
CC1(C(=O)NC(=S)NNC(=O)c2ccncc2)CCCCC1,10,4,-4,-19,-18,-4,-6,1,8
COc1ccc(OC(=O)c2cc(S(=O)(=O)N3CCCC3)ccc2Cl)cc1,8,3,-11,0,-26[20 µM],-2,7,-3,4
CCc1ccc(C(=O)NNC(=O)CCN2CCN(Cc3ccccc3)CC2)cc1,6,9,-4,-3,-28,2,-7,0,-7
COC(=O)c1ccc(S(=O)(=O)N2CCC(C(N)=O)CC2)n1C,10,-4,-5,-6,-7,8,-2,-3,16
O=C(NCc1ccc(F)cc1)c1cc(-c2ccco2)on1,6,-1,-9,-1,-16[20 µM],3,-3,-5,6
Cc1ccc(NC(=O)CN2C(=O)S/C(=C/c3ccc(-c4cccc(C(=O)O)c4)o3)C2=O)cc1,8,8,-23,19,-3,4,2,1,9
Cc1cc(C(=O)Nc2cccc3ncccc23)no1,9,0,-14,2,-12,4,-4,3,-7
C#CCn1c(C)cc(C)c(S(=O)(=O)c2ccccc2)c1=O,3,1,-3,-13,-4,0,-4,1,-3
O=C(Cn1cnc2ccccc2c1=O)NCC1COc2ccccc2O1 (stereo not given),2,4,-15,-7,-21[20 µM],3,-1,0,19
COc1ccc(/C=N/NC(=O)c2nc(-c3ccccc3)cc(-c3ccccc3)n2)cc1,15,-1,-21,-4,-15[20 µM],1,-7,-5,6
CCOC(=O)NC(NCC(O)c1ccccc1)(C(F)(F)F)C(F)(F)F (stereo not given),8,6,-6,5,-6,-9,-9,8,-11
COc1ccc(-n2nc(C(=O)NCC(=O)NCC3COc4ccccc4O3)c3ccccc3c2=O)c(OC)c1 (stereo not given),4,0,-4,-6,-20,6,-2,-1,-20
CCCC(C)NC(=O)Cc1ccccc1 (stereo not given),12,-1,0,-6,-5,-4,-2,4,7
CC(=O)Nc1ccc(S(=O)(=O)N2CCN(CC(=O)NC3CCCC3)CC2)cc1,22,11,-4,0,-18,5,-1,-1,15
O=C(NCC(=O)N(CC1CCCO1)C(C(=O)NC1CCCCC1)c1ccccc1)c1ccco1 (stereo not given),6,8,-5,-6,-32,8,1,-3,-1
O=C(C1CCN(S(=O)(=O)c2ccccc2F)CC1)N1CCc2ccccc2C1,7,2,-5,3,-21,4,0,-1,-12
O=C(NCCc1csc(-c2cccnc2)n1)c1cccc2ccccc12,10,3,-2,-2,-38,4,-8,-2,8
CC(=O)c1ccc(N2CCN(C(=S)Nc3cccc(Cl)c3)CC2)cc1,5,10,6,12,3,-6,-11,3,10
CCOC(=O)c1c(C)oc2ccc(OC(=O)COc3c(F)c(F)c(F)c(F)c3F)cc12,3,3,-4,5,-19,3,-3,0,10
O=S(=O)(Nc1ccccc1)c1ccc(-c2csnn2)cc1,10,2,0,-3,-3,-5,-6,9,-2
O=C(CSc1nc2ccccc2s1)NC1CCS(=O)(=O)C1 (stereo not given),14,3,-7,-7,-4[20 µM],-4,-9,2,27
CCOc1ccc(CNc2ccc(CNc3ncn[nH]3)cc2)cc1,3,6,-11,-3,-25,-1,-7,0,3
CNC(=S)N1CCn2cccc2C1c1ccc(F)cc1 (stereo not given),4,2,-6,-13,-20,0,-7,1,25

Assay outcomes as filed in PubChem BioAssay.
